HepG2 tox – qHTS for Inhibitors of TGF-b: Cytotox Counterscreen; Potency, µM (titrated, usually from 46.1 µM), inactives show top-dose activity change, negative = cytotoxicity, hits mostly cytotoxic; AID 588856, 2011; hit rate 0.76% among 410,000; HepG2 CAGA-GFP viability, ATP luminescence, 18 h; further: potency means the concentration at half of the fitted maximal effect; some results filed as inactive show a strong effect at the top dose
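HepG2 CAGA-GFP cells (1000/well, DMEM with 1% FBS) received compound, then TGF-beta at 500 pg/mL final, and were incubated 18 hours at 37 degrees C. Viability was read by CellTiter-Glo luminescence. Media-only wells were set as complete cell-killing and DMSO as no toxicity.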
ATXN viability – Viability Counterscreen for Primary qHTS for Inhibitors of ATXN expression; Potency, µM (doses to about 56.7 µM), most hits filed as cytotoxic; hit rate 0.49% among 400,000; S2 cells (HEK-293 line with an ATXN2-luciferase reporter) viability, CellTiter-Fluor protease fluorescence, 24 h; AID 651635, 2014; further: potency means the concentration at half of the fitted maximal effect; nearly all actives have a fitted effect of over 40% in size
EPAC2 agonist – qHTS for Agonist of cAMP-regulated guanine nucleotide exchange factor 4 (EPAC2): primary screen. Rap guanine nucleotide exchange factor 4 (Homo sapiens), Q8WZA2. hit rate 0.079% among 360,000. Potency, µM (titrated, usually from 154 µM), for inactives: top-dose activation, most hits filed as activators. EPAC2 activation, biochemical qHTS; response scale: 100% = 6.5 mM cAMP response; further: potency means the concentration at half of the fitted maximal effect; nearly all actives have a fitted effect of over 50% in size
Target sequence (Q8WZA2 whole entry, looked up): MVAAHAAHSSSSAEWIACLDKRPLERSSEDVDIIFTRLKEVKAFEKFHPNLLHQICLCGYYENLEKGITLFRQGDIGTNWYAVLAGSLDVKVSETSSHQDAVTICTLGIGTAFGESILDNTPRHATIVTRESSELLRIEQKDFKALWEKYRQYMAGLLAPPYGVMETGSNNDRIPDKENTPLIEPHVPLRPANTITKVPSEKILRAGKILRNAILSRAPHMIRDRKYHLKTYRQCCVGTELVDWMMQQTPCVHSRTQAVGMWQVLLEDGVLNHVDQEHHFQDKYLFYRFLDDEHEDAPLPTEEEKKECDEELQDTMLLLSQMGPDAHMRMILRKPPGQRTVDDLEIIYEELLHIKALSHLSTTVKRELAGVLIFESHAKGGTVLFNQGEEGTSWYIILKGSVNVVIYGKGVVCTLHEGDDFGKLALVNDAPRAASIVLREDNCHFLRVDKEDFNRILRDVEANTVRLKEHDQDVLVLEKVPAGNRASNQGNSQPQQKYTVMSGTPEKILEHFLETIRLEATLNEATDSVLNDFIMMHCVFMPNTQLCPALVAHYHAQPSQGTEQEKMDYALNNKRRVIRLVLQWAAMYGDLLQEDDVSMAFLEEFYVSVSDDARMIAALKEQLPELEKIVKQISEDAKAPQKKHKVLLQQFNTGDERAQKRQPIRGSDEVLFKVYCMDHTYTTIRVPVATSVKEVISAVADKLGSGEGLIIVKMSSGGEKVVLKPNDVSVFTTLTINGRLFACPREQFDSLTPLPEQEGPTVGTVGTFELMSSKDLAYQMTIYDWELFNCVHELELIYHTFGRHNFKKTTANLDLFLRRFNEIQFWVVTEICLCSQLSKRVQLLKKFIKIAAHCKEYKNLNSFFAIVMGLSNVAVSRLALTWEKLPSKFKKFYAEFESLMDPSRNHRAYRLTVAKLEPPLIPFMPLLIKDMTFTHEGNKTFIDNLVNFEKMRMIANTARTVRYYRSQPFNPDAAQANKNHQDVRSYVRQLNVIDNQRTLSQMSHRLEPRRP
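Exchange assay: 100 nM EPAC2 with 250 nM Rap1B-BODIPY-GDP and 50 uM GDP. Fluorescence (ex 480/em 540 nm) read every 5 min for 30 min at room temperature. Data normalized to 6.5 mM cAMP as agonist control.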
A549 viability – Nrf2 qHTS screen for inhibitors: counterscreen for cytotoxicity | Potency, µM (highest dose often 46 µM), for inactives: at the highest dose activity change, negative = cytotoxicity, most hits filed as inhibitors | A549 ARE-Fluc cells, CellTiter-Fluor viability, 18-24 h | hit rate 0.16% among 390,000; further: potency means the concentration at half of the fitted maximal effect; on the % scale 0 is the no-effect control and ±100 the full control effect
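A549 ARE_Fluc cells in 5% FBS OPTI-MEM were exposed to compounds in concentration-response for 18-24 h at 37 deg C. Viability was read by CellTiter-Fluor fluorescence (Ex 405/Em 525) after 30 min, before the luciferase read.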
Nrf2 block – Nrf2 qHTS screen for inhibitors; Potency, µM (doses to about 46 µM), for the others: top-dose activity change, negative = inhibition, most hits filed as inhibitors; A549 ARE-Fluc reporter, luciferase luminescence, 18-24 h; hit rate 2.1% among 360,000; further: potency means the concentration at half of the fitted maximal effect; on the % scale 0 is the no-effect control and ±100 the full control effect; nearly all actives have a fitted effect of over 60% in size
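Nrf2 activity is the BugLite luminescence, read 15 min after reagent at room temperature, following CellTiter-Fluor cytotoxicity readout (30 min, 37C). Compound titrations were applied for 18-24 h to 5000 A549 ARE_Fluc cells/well in 5% FBS OPTI-MEM.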
ATXN2 expr inh – Primary qHTS for Inhibitors of ATXN expression; HEK-293 ATXN2-luciferase reporter, luminescence, 24 h; Potency, µM (doses to about 57 µM), without a hit: at the highest dose activity change, negative = inhibition, usual class: inhibitors; hit rate 0.72% among 360,000; AID 1745845, 2022; further: potency means the concentration at half of the fitted maximal effect; on the % scale 0 is the no-effect control and ±100 the full control effect; nearly all actives have a fitted effect of over 55% in size
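qHTS (up to 57 uM final) was run with 24 h compound exposure of reporter cells at 37 °C. Each well was multiplexed: SteadyGlo luminescence measured ATXN2-luciferase expression after a fluorogenic Gly-Phe-AFC viability readout (25 uM final).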
IL-2 act – qHTS of IL-2 Activators; hit rate 0.065% among 360,000; activation, % (series mostly up to about 46 µM); IL-2 activation reporter assay, cell-based qHTS; stimulated with anti-CD3/CD4/CD28 beads; in transgenic mouse T cells; in the data active means activation above about 50%; inconclusive means mostly about 30% to 49%; further: 0% is about no effect
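Readout: EGFP and DsRed signals by fluorescent plate cytometry. Unstimulated transgenic mouse T cells received compound 60 min before antibody-bead stimulation, then incubated 18 h at 37 degrees C.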
Nrf2 ARE act – qHTS of Nrf2 Activators | Potency, µM (doses to about 46.1 µM), for the others: at the highest dose activation, usual class: activators | AREc32 ARE-luciferase reporter (MCF7-derived line), luminescence, 24 h | hit rate 0.31% among 410,000; further: potency means the concentration at half of the fitted maximal effect; % of control where 0% means no effect; nearly all actives have a fitted effect of over 65% in size
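ARE-driven firefly luciferase activity in AREc32 cells measured after a 24 hr compound exposure at 37 deg C, using Steady-Glo reagent and a 30 min room-temperature hold.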
TGFb inhibitor – qHTS for Inhibitors of TGF-b. HepG2 CAGA-GFP TGF-b/SMAD3 reporter, GFP fluorescence, 18 h; TGF-beta stimulated, 500 pg/mL final. Potency, µM (series often up to 46.1 µM), for inactives: at the top dose activity, negative = inhibition, most hits filed as inhibitors. hit rate 1.2% among 410,000. AID 588855, 2011; further: potency means the concentration at half of the fitted maximal effect; on the % scale 0 is the no-effect control and ±100 the full control effect; nearly all actives have a fitted effect of over 65% in size
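Smad-responsive CAGA-GFP expression was quantified in HEPG2 cells exposed to compounds and 500 pg/mL final TGF-beta for 18 h at 37 degrees C; unstimulated wells defined full inhibition.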
* marks the source's active call; other numbers are inactive results; i = inactive; ? = inconclusive; · = no result given; & = joins results of further samples; [ ] = remark or other dose. Unless noted, the call rests on the fitted dose curve; in most records, active means well fitted curve in the direction sought with a large enough effect; inconclusive means small, poorly fitted or top-dose-only effect, or another doubt; inactive means no such curve, though single readings can be large; an effect the other way counts as inactive or inconclusive. Not a hit list; overall some 4.3% were active at least once.

SMILES	HepG2 tox	ATXN viability	EPAC2 agonist	A549 viability	Nrf2 block	ATXN2 expr inh	IL-2 act	Nrf2 ARE act	TGFb inhibitor
O=C(O)c1ccc(N2CCS(=O)(=O)CC2)cc1	19%	i	14%	1%	-6%	3%	-1.5	-0.1%	-9%
COC(=O)C(C(=O)OC)N1C(=O)CCC1=O	3%	i	10%	-1%	1%	1%	0.8	-0.1%	-1%
Cn1cccc1/C=N/N1CCN(Cc2ccc(Cl)cc2)CC1	-21%	i	8%	6%	-3%	-22%	-4.6	5.5%	?
CCCCCCCCCCCCCC(=O)NO	-33%	?	4%	11%	2%	?	-0.1	-0.2%	3%
Cc1ccc2nsnc2c1NC(=O)CCl	-83%	i	16%	2%	-9%	0%	0.4	?	-1%
COC(=O)c1cc(S(=O)(=O)Nc2cccc(S(N)(=O)=O)c2)oc1C	-91%	i	3%	4%	0%	-3%	0.7	0.0%	-9%
O=C(NC1CCCCC1)c1nc(C2CCNCC2)oc1-c1ccccc1	-2%	i	0%	·	·	-6%	0.6	0.4%	-4%
CCC(C)NS(=O)(=O)c1ccc(S(=O)(=O)N2CC=C(c3ccc(F)cc3)CC2)cc1 (configuration not stated)	-32%	i	-2%	-4%	?	-29%	1.0	2.4%	8.9µM*
COc1cccc(N2CCN(c3c4c(nc5ncnn35)CCC4)CC2)c1	-8%	i	9%	-8%	13µM*	-8%	-2.7	-0.8%	-8%
COc1ccc(/C=N/NC(=O)CN2CCCCCCC2)c(C)c1C	-12%	i	8%	8%	-8%	-5%	-1.7	0.2%	-12%
Fc1ccc2[nH]c(-c3cccs3)cc2c1	-38%	?	·	1%	?	1%	·	13%	-19%
O=C1NC(=NCc2ccccc2)S/C1=C/c1ccc(O)cc1	-18%	?	5%	-10%	1%	?	-0.2	8.1%	-1%
C#CCN(Cc1ccco1)C(=O)c1cc(COc2ccc(F)cc2Cl)on1	-2%	i	11%	1%	5%	-7%	-0.5	3.5%	5%
O=C(NCCc1ccccc1)C(c1ccccc1F)N(C(=O)c1csnn1)C1CC1 (configuration not stated)	1%	i	9%	-24%	-26%	4%	0.4	4.9%	0%
Cc1ccc(NC(=O)CSc2nnc(C)s2)c(C)c1	-7%	i	·	-1%	·	0%	·	-1.1%	?
O=C(N/N=C/c1ccc2nccnc2c1)c1ccncc1	-4%	i	1%	1%	?	·	1.0	0.3%	?
COc1ccc(N(CC(=O)N2CCN(Cc3ccccc3)CC2)S(=O)(=O)c2ccccc2)cc1	-25%	i	14%	0%	?	4%	0.8	2.4%	0%
NS(=O)(=O)c1ccc(CCNC2CC(=O)N(CCc3ccccc3)C2=O)cc1 (configuration not stated)	-6%	i	6%	11%	·	-12%	-0.8	-0.2%	-4%
O=C(CS(=O)(=O)c1ccccc1)N1CCc2ccccc21	-15%	i	10%	1%	?	5%	0.5	-0.2%	12%
CCN(CC)c1ccc(C(=O)NNC(=O)CN2C(=O)NC3(CCCCC3)C2=O)cc1	7%	i	-7%	-1%	-2%	1%	-2.2	-0.3%	-9%
CC(C)CC1=C/C(=C/c2ccc(-c3ccccc3)o2)C(=O)O1	-4%	i	-23%	1%	-4%	11%	0.1	1.7%[9.22 µM]	-36%
COc1ccc(NC(=S)N2CCNC(=O)C2CC(=O)Nc2cccc(Cl)c2C)cc1 (configuration not stated)	-4%	i	3%	0%	5%	·	-1.2	4.4%	-28%
COc1cccc(OC)c1C(=O)NC(=S)NCc1ccccc1	0%	i	-5%	1%	?	3%[11.3 µM]	0.0	7.6%	2%
COc1cc(-c2cc3n(C)c(C)c(CCC(=O)NCc4ccccc4)c(=O)n3n2)cc(OC)c1OC	-23%	·	·	9%	·	·	·	7.1%	-1%
C/C(=N\O)C(C)(C)Nc1cccc(F)c1	18%	i	0%	-6%	-1%	·	-0.7	-0.8%	9%
COc1ccc(NC(=O)Cc2nnc(SCC(=O)Nc3nccs3)n2C)cc1	-15%	i	5%	0%	-5%	18%	-2.8	-0.2%	4%
Cc1cccc([N+](=O)[O-])c1NC(=O)COC(=O)C1CCCO1 (configuration not stated)	-2%	i	-3%	5%	2%	1%	0.2	-0.5%	0%
Cc1ccccc1CN1CCN(S(=O)(=O)c2cccs2)CC1	-7%	i	3%	12%	-14%	11%	-0.5	-0.7%	-1%
CCC1CCCCN1CCNS(=O)(=O)c1ccc2c(c1)oc(=O)n2C (configuration not stated)	7%	i	4%	12%	2%	5%	-2.9	-0.4%	2%
COc1ccc(NS(=O)(=O)c2cccc(C(=O)OCC(=O)N3CCN(c4ccc(OC)cc4)CC3)c2)cc1	-1%	i	14%	-19%	21µM*	-22%	-5.7	-0.1%	?

Next section; the last 4 above are carried over.
SMILES	HepG2 tox	ATXN viability	EPAC2 agonist	A549 viability	Nrf2 block	ATXN2 expr inh	IL-2 act	Nrf2 ARE act	TGFb inhibitor
Cc1cccc([N+](=O)[O-])c1NC(=O)COC(=O)C1CCCO1 (configuration not stated)	-2%	i	-3%	5%	2%	1%	0.2	-0.5%	0%
Cc1ccccc1CN1CCN(S(=O)(=O)c2cccs2)CC1	-7%	i	3%	12%	-14%	11%	-0.5	-0.7%	-1%
CCC1CCCCN1CCNS(=O)(=O)c1ccc2c(c1)oc(=O)n2C (configuration not stated)	7%	i	4%	12%	2%	5%	-2.9	-0.4%	2%
COc1ccc(NS(=O)(=O)c2cccc(C(=O)OCC(=O)N3CCN(c4ccc(OC)cc4)CC3)c2)cc1	-1%	i	14%	-19%	21µM*	-22%	-5.7	-0.1%	?
COc1ccc(C(CNC(=O)Nc2ccccc2)N2CCN(C)CC2)cc1 (configuration not stated)	-16%	i	1%	0%	27%	·	0.1	0.0%	4%
CCc1nnc(NC(=O)c2ccc(NS(=O)(=O)c3ccccc3)cc2)s1	-24%&6%	i	-7%	?	-23%&-25%	3%	0.9	0.1%	-6%&-8%
CCOC(=O)C(C)Sc1ccc2nnc(-c3ccc(F)cc3)n2n1 (configuration not stated)	-9%&-30%	i	-4%	-15%	-42%	-16%	1.8	0.2%	-1%&-19%
O=[N+]([O-])c1ccc(OS(=O)(=O)Cc2ccccc2)cc1	3%	i	13%	1%	-18%	-16%	1.1	0.0%	-21%
CC(C)(C)NC(=O)C(c1c[nH]c2ccccc12)N(C(=O)Cn1nnc(-c2ccc(Cl)cc2)n1)c1ccccc1F (configuration not stated)	0%	?	-10%	-15%	?	-11%	-0.4	0.1%[9.22 µM]	?
COc1ccc(S(=O)(=O)Cc2ccc(C(=O)N3CCN(c4cc(C)ccc4C)CC3)o2)cc1	-8%&-40%	?	5%	-3%&-5%	?	?	1.7	0.1%&3.4%	?
CCOc1ccccc1C1c2[nH]c3ccccc3c2C[C@H]2C(=O)N(C3CC3)CC(=O)N12 (some centres not stated)	-3%	i	6%	-8%	-6%	40%[activator]	-0.6	-0.7%	7%
CCC(=O)Nc1cccc(NC(=O)CSc2nnc(-c3ccc(NS(C)(=O)=O)cc3)n2CC)c1	-1%	i	7%	2%	7%	-1%	-2.4	-0.2%	-10%
COc1cc(/C=C/C(=O)NC(C)(C)C)ccc1OCc1ccccc1	6%	i	5%	-4%	-9%	-1%	-1.6	-0.3%	-6%
N=c1c2c(n(Cc3ccc(Cl)c(Cl)c3)c3c1CCC3)CCCC2	-3%	?	11%	?	·	?	-0.3	2.4%	?
Cc1cc2c(NC(=O)CCCC(=O)O)cccc2nn1	8%	i	8%	-2%	4%	-17%	-0.2	3.8%	6%
Cc1ccc(N=Cc2ccc(N(C)C)cc2)cc1	-25%	i	-5%	-8%	19%	3%	-0.1	1.9%	-13%
Cc1cccc(NC(=S)N2CCN(c3cc(C)ccc3C)CC2)c1	3%	i	16%	-4%	5%	-6%	-0.5	-0.1%	16%
COc1cc(OC)cc(C(=O)NCCc2cnc[nH]2)c1	17%	i	2%	7%	14%	-19%	-1.9	0.2%	5%
Fc1cccc(CSc2ccc3nnc(-c4ccccn4)n3n2)c1	-15%	i	3%	3%	3%	3%	0.2	4.1%	13%
CN(CC(=O)Nc1ccccc1Br)C(=O)c1n[nH]c2ccccc12	-15%	i	14%	8%	-6%	5%	0.7	4.3%	-9%
CC(=O)N1CCN(C(=O)C2(NC(=O)Nc3ccccc3Cl)CCCCC2)CC1	9%	i	5%	-16%	-19%	0%	-0.2	0.0%	17%
O=C(Nc1ccc(Br)cn1)c1ccc([N+](=O)[O-])o1	18µM*	?	-2%	-16%	10%	-33%	-3.8	?	10µM*
COc1cc(C(=O)N2CCN(C(=O)Cc3ccccc3)CC2)cc(OC)c1OC	9%	i	1%	-2%	·	3%	-1.0	-0.4%	10%
CCCNc1nc(-c2ccccc2)c(C(=O)OCC)cc1C#N	5%	i	22%	?	-20%	-9%	-0.2	4.4%	-47%
Cc1ccc(NC(=O)CCNS(=O)(=O)c2ccc3[nH]c(=O)oc3c2)c(C)c1	1%	i	3%	1%	-2%	3%	-1.1	0.2%	11%
COc1cccc(CNC(=O)CN(C)S(=O)(=O)c2ccc3c(c2)n(C)c(=O)c(=O)n3C)c1	5%	i	5%	3%	10%	2%	0.3	-0.2%	5%
Cc1ccc(/C=C2/NC(=O)N(Cc3ccccc3)C2=O)o1	-47%	i	14%	0%	17%	14%	0.1	?	?

Source: PubChem (National Center for Advancing Translational Sciences (NCATS))
